# All columns: NCI-60 one-dose screen, growth in % after 48 h at 10 µM unless noted; 100 = growth as untreated, 0 = no growth, -100 = all killed.
# OVCAR-5: OVCAR-5 ovarian cancer; 82,000 compounds, 2.9% hits; AID 1794783
# TK-10: TK-10 renal cancer cells; 81,000 compounds, 3.9% hits
# RXF 393: RXF 393 renal cancer cells; 77,000 compounds, 6.9% hits
# A498: A498 renal cancer cells | AID 1794774 | 76,000 compounds, 5.4% hits
# OVCAR-3: OVCAR-3 ovarian cancer | AID 1794787 | 79,000 compounds, 7% hits
# ACHN: ACHN renal cancer | 81,000 compounds, 4.9% hits
# OVCAR-8: OVCAR-8 ovarian cancer; AID 1794782; 81,000 compounds, 4.4% hits
# CAKI-1: CAKI-1 renal cancer. 75,000 compounds, 4.7% hits. AID 1794772
# Numbers without * were called inactive; / = not tested or not shown; & = joins results of further samples. Rule for the calls: active = growth percent below 10; inactive = the rest.
SMILES,OVCAR-5,TK-10,RXF 393,A498,OVCAR-3,ACHN,OVCAR-8,CAKI-1
CC(C)C(C#N)c1ccccc1 (stereo not drawn),100,111,/,77,117,96,98,100
CC(COc1ccc(C(C)(C)C)cc1)OC(=O)Cc1ccccc1 (stereo not drawn),96,94,108,109,113,107,94,92
CC/C=C\C/C=C\C/C=C\CCCCCCCCOc1ccc(CCOP(=O)(O)OCC[N+](C)(C)C)cc1,93,100,118,89,111,108,103,94
CS(=O)(=O)c1ccc2c(c1)c1c(n2S(=O)(=O)c2ccc(Cl)cc2)CCCC1=O,102,105,90,82,/,102,96,90
COc1ccc(-c2nc(/C=C3/C(=O)Nc4ccc(F)cc43)c3ccccn23)cc1,133,116,112,/,114,97,99,98
O=[N+]([O-])c1cc(Cl)c(O)c(N=Nc2cc(S(=O)(=O)O)c3cccc4c3c2N=NN4)c1,115,95,117,100,108,115,102,/
O=C(Nc1ccc(NC(=O)c2cc(S(=O)(=O)Nc3ccc(F)cc3)c(O)c(O)c2O)cc1)c1cc(S(=O)(=O)Nc2ccc(F)cc2)c(O)c(O)c1O,107,96,94,85,96,106,104,/
CC(OC(=O)c1ccccc1C(=O)OC(C)c1ccccc1)c1ccccc1 (stereo not drawn),89,107,100,105,103,101,95,101
CS(=O)(=O)c1ccc(-n2nc(C(=O)OCc3ccc(Br)cc3)cc2-c2ccc(Cl)cc2)cc1,92,110,83,116,106,96,102,74
O=C(O)c1ccccc1[I+]c1ccccc1,93,91,116,95,99,103,101,95
C[C@@H](c1ncncc1F)[C@](O)(Cn1cncn1)c1ccc(F)cc1F,103,104,116,137,117,105,103,92
O=C(NNC(=O)c1ccncc1)Nc1ccc(N=Nc2ccccc2)cc1,102,96,104,101,99,97,94,84
O=C(O)C1=CCC=CC1C(=O)O (stereo not drawn),108,115,103,100,110,106,103,103
COc1cc2ncnc(-n3ncc4cc(NC(=O)Nc5ccc(Cl)c(Cl)c5)ccc43)c2cc1OC,-33*,-14*,-87*,-23*,-65*,-62*,2.7*,9.0*
Cc1cc2nc(CN)[nH]c2cc1C,112,104,107,99,100,112,106,108
CN1CCN(NC(=O)NS(=O)(=O)c2ccc(Cl)cc2)CC1,109,90,107,86,107,110,99,/
O=C(CN1C(=O)NC2NC(=O)NC21)Nc1ccccc1O (stereo not drawn),106,99,93,112,104,104,102,82
O=[N+]([O-])c1cc(F)ccc1Nc1ccc(F)cc1,99,125,103,92,104,107,106,98
Cc1ccc(C2=N[C@H]3CCC[C@@H]3N(c3ccccc3)C(C(Cl)Cl)=N2)cc1,91,100,83,112,103,98,113,/
Cc1ccccc1NCc1nnc(-c2ccc(Cl)cc2)o1,97,112,107,99,97,96,97,/

# Nothing new here: an excerpt of the list.
SMILES,OVCAR-5,TK-10,RXF 393,A498,OVCAR-3,ACHN,OVCAR-8,CAKI-1
Cc1ccc(C2=N[C@H]3CCC[C@@H]3N(c3ccccc3)C(C(Cl)Cl)=N2)cc1,91,100,83,112,103,98,113,/
Cc1ccccc1NCc1nnc(-c2ccc(Cl)cc2)o1,97,112,107,99,97,96,97,/

# Next results follow:
SMILES,OVCAR-5,TK-10,RXF 393,A498,OVCAR-3,ACHN,OVCAR-8,CAKI-1
Cc1cc2c(cc1C)Nc1sc(NC(=O)CN3CCOCC3)nc1C(=O)N2,111,107,/,101,103,107,103,108
N#CCN(CC#N)C1CCCCC1,105,102,106,106,109,102,113,100
Cc1ccc(N)cc1S(=O)(=O)O,125&108,135&75,108&124,113&113,117&108,118&101,100&108,106&97
c1ccc2nc(N3CCOCC3)c(N3CCCCC3)nc2c1,105,99,98,78,103,103,102,/
O=c1[nH]c2cc(Cl)ccc2nc1/C(=N\O)C(O)c1ccc([N+](=O)[O-])cc1 (stereo not drawn),108,113,106,117,114,103,111,100
O=c1c2ccccc2[nH]c(=S)n1-c1ccc(S(=O)(=O)Nc2ccc(Cl)nn2)cc1,101,105,/,97,106,107,101,91
COc1cc2oc(-c3cccc(C(=O)Nc4ccc(C)cc4)c3)cc(=O)c2c(O)c1OC,93,90,82,83,47,88,74,79
CCOC(=O)C1=C(C)NC(=O)NC1c1ccc(OCC(=O)N/N=C(/C)c2ccccc2)cc1 (stereo not drawn),99,97,108,/,107,95,92,99
CCN(CC)c1ccc(C=O)c(OCc2cn(CC(=O)Nc3ccc(F)cc3Cl)nn2)c1,102,92,54,94,88,53,86,78
CC1(O)CCC(C(C)(C)O)CC1 (stereo not drawn),94,110,113,111,119,105,114,93
Cc1ccc(CSc2nc(-c3ccc(Cl)cc3)c(C#N)c(=O)[nH]2)cc1,105,107,118,99,/,105,99,93
Nc1ccc(S(N)(=O)=O)cc1,/,112&112,109&105,154&110,116&115,100,101&101,100&90
Cc1ccc2c(c1)C(=O)/C(=C/c1c([N+](=O)[O-])ncn1C)O2,109,95,104,95,109,91,87,100
N=C(N)c1ccc(-c2ccc(-c3ccc(Cl)cc3)o2)o1,3.3*,72,40,61,-86*,28,-55*,54
COc1c2ccoc2cc2oc(-c3ccc(Cl)cc3)cc(=O)c12,91,97,93,98,88,103,92,75
O=c1ssc2ncccc12,115,115,95,108,74,74,88,91
CCOC(=O)c1sc2nc(-c3cccnc3)cc(-c3ccc(OC)c(OC)c3)c2c1N,102,109,117,108,105,105,98,97
C#CCOC(=O)[C@]12CC[C@@H](C(=C)C)[C@@H]1[C@H]1CC[C@@H]3[C@@](C)(CCC#N)[C@H](C(=C)C)CC[C@@]3(C)[C@]1(C)CC2,91,78,86,82,71,90,82,50
C=CCN(C=O)CC=C,106,108,105,127,110,104,108,102
CC(C)(CCC(=O)O)CCC(=O)O,/,/,/,93,111,103,102,99
Cc1ccc(-c2c(C#N)c(=O)oc3cc(O)ccc23)cc1,105,/,110,106,109,102,92,104
COc1cccc(C(=O)c2ccccc2C(=O)O)c1,100,99,107,96,114,97,110,102
Cc1ccc(/C=C/C(=O)c2ccc(NC(=O)N3CCN(c4cc5c(cc4F)c(=O)c(C(=O)O)cn5C4CC4)CC3)cc2)cc1,95,106,105,/,108,101,104,96
O=c1c2sc3nc4c(cc3c2nnn1-c1ccccc1Cl)CCCC4,109,63,94,60,97,109,89,97
CC1(C)CN1C(=O)NCCCCCCNC(=O)N1CC1(C)C,96,94,108,112,118,96,101,104
Oc1c(Cl)cc(Cl)c2ccc(Cn3cc(-c4cc(F)cc(F)c4)nn3)nc12,91,102,26,99,2.5*,36,70,18
CCOc1cc(CNc2cccc3[nH]c(C(F)(F)F)nc23)ccc1OC,101,101,87,67,87,89,90,77
Cc1ccc2cccc(OC(=O)Nc3cccc(C(F)(F)F)c3)c2n1,84,83,96,66,32,36,53,35
COc1cccc(-c2c(C#N)c(-c3ccc(Cl)cc3)nc3c2c(-c2ccccc2)nn3-c2ccccc2)c1,92,95,91,92,100,102,96,82
COc1ccc(Nc2nnc(C(=O)c3c[nH]c4ccccc34)o2)cc1,109,117,111,103,110,101,100,97
Clc1ccc(OCc2nnc(-c3ccccc3Cl)o2)c(Cl)c1,117,104,106,96,101,101,81,95
CC(C)(C)c1ccc2c(c1)C(=O)N(NC(=O)c1ccc(S(N)(=O)=O)cc1)C2=O,112,104,114,92,112,106,106,93
CNC(=O)NCC1OC(n2cnc3c(NC(=O)Nc4ccccc4)ncnc32)C(O[Si](C)(C)C(C)(C)C)C1CC(=O)N(C)OC (stereo not drawn),44,7.0*,-68*,46,7.6*,11,20,43
CCCN(CCSSCCNc1nc(N(C)O)nc(N(C)O)n1)c1nc(N(C)O)nc(N(C)O)n1,58,71,73,64,52,45,71,32
Cn1c(SC(C(=O)Nc2ccc(F)cc2)c2ccccc2)nc2ccccc2c1=O (stereo not drawn),111,99,117,99,114,109,100,99
O=C1CCSC(=S)N1c1ccccc1,104,98,110,104,104,100,98,93
Cc1cc(C#Cc2ccccc2)ccc1-n1c(/C=C/c2cccc(Cl)c2)nc2ccccc2c1=O,99,97,91,97,81,83,89,63
CC(Br)C(=O)N1CCN(c2cc3c(cc2F)c(=O)c(C(=O)O)cn3C2CC2)CC1 (stereo not drawn),128,104,105,62,70,80,73,104
C#Cc1cc(C(=O)Nc2ccc(CN3CCN(C)CC3)c(C(F)(F)F)c2)ccc1OC,89,79,101,71,99,93,88,96
CCOc1ccc([C@H]2C(C(=O)c3ccc(Cl)cc3)C3(N[C@@H]2c2ccccc2)C(=O)Nc2ccc(Cl)cc23)cc1 (stereo partly drawn),82,87,65,83,63,64,69,46
Cn1c(N2CCN(Cc3ccccc3)CC2)nc(-c2ccco2)c(C#N)c1=O,114,129,108,118,99,88,48,97
Clc1ccc(C=C2c3ccccc3-c3ccccc32)cc1,101,/,103,105,105,100,98,104
Cc1[nH]nc(C(=O)O)c1[N+](=O)[O-],104,103,84,86,100,107,104,96
CCC(=O)OCc1ccc(OC)cc1,95,107,118,144,110,103,102,97
COC(=O)c1sc(-c2ccn(C)n2)cc1N,105,105,106,92,96,101,101,93
COc1ccc(S(=O)(=O)NC2C(O)C3(C)c4ccccc4C2(C)c2ccccc23)c(OC)c1 (stereo not drawn),96,104,107,62,105,99,100,77
CC(=O)Oc1ccccc1C(=O)Oc1ccccc1,108,94,115,119,123,116,100,107
N#Cc1c(N)nc2c(c1N)C(c1ccc(Cl)cc1)C1=C(CCCC1=O)N2c1sc2c(c1C#N)CCCC2 (stereo not drawn),75,89,61,100,/,97,84,/
O=[N+]([O-])c1cccc(C2Nc3nc4ccccc4nc3-c3c2sc2c(F)cccc32)c1 (stereo not drawn),105,134,103,94,95,80,97,71
CN1CCN(C(=S)SCCOc2cc(=O)oc3ccccc23)CC1,98,88,99,64,81,82,78,85
COc1ccc(Cc2nn(CC(=O)N/N=C/c3ccc(Cl)cc3)c(=O)c3c(C)noc23)cc1,97,96,78,91,107,73,62,81
O=c1oc2ccccc2cc1-c1cs/c(=N/N=C\c2ccc(Cl)cc2)n1/N=C/c1ccc(Cl)cc1,108,96,107,101,105,103,91,107
COC(=O)c1c(C(=O)OC)c2n(CC(=O)Nc3cccc4cccnc34)c3ccccc3n2c1C(=O)c1ccc(Br)cc1,104,121,99,106,97,94,89,103
Cc1ccc(S(=O)(=O)N(C)C2c3ccccc3Oc3ccccc32)cc1,85,/,81,91,97,94,100,49

# Compounds from the list above containing fluorine, in the order listed:
SMILES,OVCAR-5,TK-10,RXF 393,A498,OVCAR-3,ACHN,OVCAR-8,CAKI-1
COc1ccc(-c2nc(/C=C3/C(=O)Nc4ccc(F)cc43)c3ccccn23)cc1,133,116,112,/,114,97,99,98
O=C(Nc1ccc(NC(=O)c2cc(S(=O)(=O)Nc3ccc(F)cc3)c(O)c(O)c2O)cc1)c1cc(S(=O)(=O)Nc2ccc(F)cc2)c(O)c(O)c1O,107,96,94,85,96,106,104,/
C[C@@H](c1ncncc1F)[C@](O)(Cn1cncn1)c1ccc(F)cc1F,103,104,116,137,117,105,103,92
O=[N+]([O-])c1cc(F)ccc1Nc1ccc(F)cc1,99,125,103,92,104,107,106,98
CCN(CC)c1ccc(C=O)c(OCc2cn(CC(=O)Nc3ccc(F)cc3Cl)nn2)c1,102,92,54,94,88,53,86,78
Cc1ccc(/C=C/C(=O)c2ccc(NC(=O)N3CCN(c4cc5c(cc4F)c(=O)c(C(=O)O)cn5C4CC4)CC3)cc2)cc1,95,106,105,/,108,101,104,96
Oc1c(Cl)cc(Cl)c2ccc(Cn3cc(-c4cc(F)cc(F)c4)nn3)nc12,91,102,26,99,2.5*,36,70,18
CCOc1cc(CNc2cccc3[nH]c(C(F)(F)F)nc23)ccc1OC,101,101,87,67,87,89,90,77
Cc1ccc2cccc(OC(=O)Nc3cccc(C(F)(F)F)c3)c2n1,84,83,96,66,32,36,53,35
Cn1c(SC(C(=O)Nc2ccc(F)cc2)c2ccccc2)nc2ccccc2c1=O (stereo not drawn),111,99,117,99,114,109,100,99
CC(Br)C(=O)N1CCN(c2cc3c(cc2F)c(=O)c(C(=O)O)cn3C2CC2)CC1 (stereo not drawn),128,104,105,62,70,80,73,104
C#Cc1cc(C(=O)Nc2ccc(CN3CCN(C)CC3)c(C(F)(F)F)c2)ccc1OC,89,79,101,71,99,93,88,96
O=[N+]([O-])c1cccc(C2Nc3nc4ccccc4nc3-c3c2sc2c(F)cccc32)c1 (stereo not drawn),105,134,103,94,95,80,97,71

# Screening results as filed in PubChem.

# This is a subset; count on the stated rates, not on these rows.
